Compound activity (PubChem BioAssay)
L major viab = Leishmania major promastigote growth inhibition; inhibition, % at 10 µM; Leishmania major promastigotes, resazurin fluorescence viability; AID 1063; 200,000 compounds, 9% hits; in the data active means inhibition above about 50%;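 further: promastigotes grown with compound for 44 hours at 28 °C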
bIAP activator = increases bovine intestinal alkaline phosphatase activity; purified bovine IAP, CDP-star luminescence, 30 min; stronger effect = higher value; fold of DMSO-control signal, blank-subtracted; activation factor at 20 µM; 200,000 compounds, 0.17% hits;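 active means activation factor of 2 or more at 20 µM, a signal rise over negative controls twice the positive control's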
bIAP inhibitor = blocks bovine intestinal alkaline phosphatase activity. 190,000 tested, under 10 active. purified bovine IAP, CDP-star luminescence, 30 min. AID 1019. inhibition, % at 20 µM;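 active means over 50% inhibition of intestinal alkaline phosphatase at 20 µM in the single-dose screen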
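System: purified bovine intestinal alkaline phosphatase (IAP) enzyme; Input: IAP diluted 1/65,000,000 in the well; Measured by: CDP-star luminescence signal; Compound dosing: 20 µM single dose; Incubation: 30 min reaction at room temperature.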
FLuc act counter = firefly luciferase counter-screen for stimulation assays | P08659 | ATPlite luciferase biochemical, luminescence, 10 min; 0 = ATP-free wells, 1 = DMSO control | activation factor at 10 µM | 200,000 tested, under 10 active | AID 1027;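 active means luciferase activation factor, scaled between plate controls, of at least 2 with compound at 10 µM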
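Material: Luciferase/luciferin reagent mix | Doses: Test compounds dosed from 2 mM stocks in 100% DMSO | Timing: 10 min incubation after luciferase reagent addition, room temperature | Measured by: Luminescence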
TNAP inh no acc = inhibitors of human TNAP without phosphate acceptor. AID 1012. P05186. inhibition, % at 20 µM. 200,000 compounds, 0.26% hits. purified TNAP, CDP-star luminescence, 30 min;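 active means tissue-nonspecific alkaline phosphatase inhibition above about 50% at 20 µM in the single-dose screen, limit read from the data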;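 further: 0% = DMSO negative control and 100% = EDTA positive control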
Target sequence (P05186 whole entry, looked up): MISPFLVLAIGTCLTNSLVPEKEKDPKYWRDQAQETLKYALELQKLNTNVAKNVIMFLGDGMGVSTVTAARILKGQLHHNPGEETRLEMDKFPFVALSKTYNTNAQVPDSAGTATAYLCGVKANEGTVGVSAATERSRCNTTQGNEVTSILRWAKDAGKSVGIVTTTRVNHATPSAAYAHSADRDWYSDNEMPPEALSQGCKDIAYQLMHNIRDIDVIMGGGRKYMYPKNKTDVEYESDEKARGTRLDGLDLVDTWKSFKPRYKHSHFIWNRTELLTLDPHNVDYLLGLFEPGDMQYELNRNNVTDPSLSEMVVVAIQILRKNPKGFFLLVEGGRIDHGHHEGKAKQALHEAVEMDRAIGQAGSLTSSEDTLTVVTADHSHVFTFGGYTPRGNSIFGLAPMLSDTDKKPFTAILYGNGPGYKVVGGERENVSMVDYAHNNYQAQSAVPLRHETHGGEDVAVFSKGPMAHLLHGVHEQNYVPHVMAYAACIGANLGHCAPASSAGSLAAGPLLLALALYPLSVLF
FLuc inhib CS = Photinus pyralis luciferase inhibition counter-screen; AID 1006; inhibition, % at 10 µM; P08659; 200,000 compounds, 1.5% hits; ATPLite firefly luciferase biochemical luminescence, 10 min;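 active means inhibition above about 50% when tested at 10 µM, limit read from the data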
TNAP inh hiacc = blocks human TNAP under high phosphate acceptor concentration. inhibition, % at 20 µM. 200,000 compounds, 0.03% hits. P05186. purified TNAP, CDP-star luminescence, 1 M DEA;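 active means over 50% inhibition of tissue-nonspecific alkaline phosphatase at 20 µM in the single-dose screen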;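 further: plate controls were DMSO wells for no effect and EDTA-quenched wells as full inhibition for full effect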
TNAP act hiacc = activators of human TNAP at high phosphate acceptor concentration; P05186; purified TNAP, CDP-star luminescence, 1 M DEA, 30 min; stronger effect = higher value; 0 = EDTA background, 1 = DMSO-only activity; activation factor at 20 µM; 200,000 tested, under 10 active; AID 1136;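 active means activation factor at least 2 at 20 µM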
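Dosing: 20 µM single point. System: human TNAP. Amount: TNAP 1/800 final. Incubation: 30 min, room temperature. Read-out: TNAP activation factor scaled between EDTA and DMSO control wells. Signal: luminescence from CDP-star hydrolysis. Medium: 1 M DEA, pH 9.8, Mg2+, Zn2+. Control set: EDTA negative control, DMSO positive control.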
APP 5UTR inh = APP translation inhibition; inhibition, % at 2 µM; AID 1285; 190,000 compounds, 0.82% hits; SH-SY5Y APP 5'UTR-luciferase reporter, luminescence;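 active means inhibition above a set limit, derived from the sample mean plus 3 SD, cut at about 45% in these data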; further: values of inactives mirror those of a sister screen read the other way
RAM network inh = yeast RAM network inhibition; S. cerevisiae dse1pr::URA3 reporter, 5-FOA growth OD615, 2 d; analog-sensitive cbk1-as2 kinase mutant strain; inhibition, % at 50 µM; 190,000 compounds, 1.8% hits;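 active means inhibition above a set limit, 3 SD over mean compound inhibition, cut at about 8.4% in these data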;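 further: 0% = DMSO-only wells with no growth and 100% = 10 µM 1-NA-PP1 full growth; inhibition rescues growth on 5-FOA so higher OD means more RAM inhibition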
Active calls of the source: *; . = no result given.

SMILES | L major viab | bIAP activator | bIAP inhibitor | FLuc act counter | TNAP inh no acc | FLuc inhib CS | TNAP inh hiacc | TNAP act hiacc | APP 5UTR inh | RAM network inh
O=C(O)c1cccc2nc3ccccc3nc12 | 100* | 1.1 | -8 | 1.1 | -4 | -14 | 5 | 1 | 2 | -1.3
Cc1ccc(-n2c(O)c(C=Nc3ccc(S(N)(=O)=O)cc3)c(=O)[nH]c2=O)cc1 | -3 | 1.1 | -12 | 1 | -4 | -4 | 2 | 1 | -24 | 5.3
COc1ccc(C(=O)Oc2cccc3cccnc23)cc1S(=O)(=O)N1CCOCC1 | 98* | 1.5 | -53 | 1 | -6 | -1 | 0 | 1 | 0 | -0.2
CC(Cc1ccccc1)[n+]1cc(/N=C(\[O-])Nc2ccccc2)on1 (stereo unspecified) | 5 | 0.8 | 15 | 1 | -2 | 0 | 3 | 1 | 9 | 2.9
CC(=O)c1ccc(OC(C)C)c(Cc2c(O)[nH]c(=S)[nH]c2=O)c1 | -2 | 1.1 | -5 | 1 | -14 | -2 | -8 | 1.1 | 18 | 0.8
Cc1cc(OCC(=O)O)c2c3c(c(=O)oc2c1)CCCC3 | -5 | 1.1 | -13 | 1.1 | 3 | -6 | 1 | 1 | 3 | 3.2
CC(C)(C)NC(=O)Cn1cc(C(=O)c2ccccc2F)c2ccccc21 | 5 | 0.8 | 15 | 1.1 | -3 | -9 | -7 | 1.1 | -5 | 2.5
OC(CNC1CCCCC1)C(F)(F)F (stereo unspecified) | -4 | 0.9 | 5 | 1 | -8 | -2 | 0 | 1 | -15 | 1.1
CCCCn1c(=O)c(C(=O)Nc2cnccn2)c(O)c2ccccc21 | 52* | 1.1 | -14 | 1 | -5 | -1 | -2 | 1 | 11 | -0.5
CCn1c(NN=O)nc2ccccc21 | 53* | 0.9 | 5 | 1 | -6 | -4 | 1 | 1 | 44 | -0.4
Cc1ccc(S(=O)(=O)N2CC3CC(C2)c2cccc(=O)n2C3)cc1 (stereo unspecified) | -7 | 1 | 5 | 1.1 | -13 | -9 | -5 | 1 | -9 | 3.0
CCCCCCn1c(O)c(C=NCCN2CCCCC2)c(=O)[nH]c1=O | -8 | 0.9 | 12 | 1.1 | -4 | -7 | -6 | 1.1 | -25 | 0.6
CCCc1nc2ccccc2c(=O)n1-c1ccc(OC)cc1 | -1 | 1 | -3 | 1.1 | -3 | -11 | -4 | 1 | -5 | -0.3
Cc1cccc(-n2c(-c3cccs3)nc3ccccc3c2=O)c1 | 3 | 0.9 | 10 | 1 | 4 | 3 | -4 | 1 | -6 | 2.3
CN(C)c1ccc(C=C2C(=O)NC(=S)NC2=O)cc1[N+](=O)[O-] | -3 | 0.9 | 7 | 1 | -1 | -5 | 9 | 0.9 | -1 | 0.6
Cn1c(O)c(C(=N)COc2cccc(Cl)c2)c(=O)n(C)c1=O | 0 | 1 | 4 | 1.1 | 4 | -8 | -2 | 1 | 8 | 4.4
CC(C)[C@@]1(NC(=O)[C@@H]2C=C3c4cccc5[nH]cc(c45)C[C@H]3N(C)C2)O[C@@]2(O)[C@@H]3CCCN3C(=O)[C@H](Cc3ccccc3)N2C1=O | 22 | 0.9 | 14 | 1 | 2 | -4 | 12 | 0.9 | -6 | 3.2
CCC(=NCCN1CCOCC1)c1c(O)n(-c2ccccc2C)c(=O)[nH]c1=O | 4 | 0.9 | 9 | 1 | -10 | -3 | -5 | 1.1 | 8 | 0.2
COc1ccc(C2SCC(=O)Nc3c2c(=O)[nH]n3C2CCCCC2)cc1 (stereo unspecified) | 7 | 1 | 2 | 1.1 | -14 | -8 | -9 | 1.1 | 12 | 4.4
C=CCn1c(O)c(C(CC)=Nc2ccc(N(CC)CC)cc2)c(=O)[nH]c1=O | 26 | 0.9 | 7 | 1 | -4 | 0 | 0 | 1 | 5 | 0.1
CC(C)(C)c1ccc(C(=O)C2CCCN(C3CCC3)C2)cc1 (stereo unspecified) | 93* | 0.9 | 9 | 1.1 | -6 | -6 | -2 | 1 | 8 | 1.1
O=c1[nH]c(=O)n(CCc2ccccc2)c(O)c1C=NCc1ccc2c(c1)OCO2 | -2 | 0.9 | 5 | 1 | -4 | 2 | -4 | 1 | 6 | 5.0
CCCC1=C(C(=O)OCC)C2(C(=O)Nc3ccccc32)C(C#N)=C(N)O1 (stereo unspecified) | 8 | 1.1 | -6 | 1 | -5 | 2 | 1 | 1 | 3 | -0.1
O=c1c2ccccc2[nH]c(=S)n1-c1ccc2c(c1)OCO2 | 1 | 1 | 2 | 1.1 | -8 | -5 | -4 | 1 | 0 | 0.8
COC(=O)N1CCN(C(=O)Cc2ccc(Cl)c(Cl)c2)C(CN2CCCC2)C1 (stereo unspecified) | . | 1 | 2 | 1 | -14 | -5 | -8 | 1.1 | . | .
CC(C)Oc1cccc(C(=O)C2CCCN(Cc3ccon3)C2)c1 (stereo unspecified) | -1 | 0.9 | 14 | 1.1 | -10 | -7 | -8 | 1.1 | -3 | -0.1
CC(Cc1ccccc1)[n+]1cc(/N=C(\[O-])N(C)C)on1 (stereo unspecified) | -1 | 1 | 4 | 1 | -7 | -2 | 0 | 1 | 4 | 0.7
Cc1ccc2cccc(OC(=O)N(C)c3ccccc3)c2n1 | -3 | 1.1 | -6 | 1 | -14 | 3 | -8 | 1.1 | -4 | 1.0
O=C(c1c[nH]c2ccc(S(=O)(=O)N3CCC4(CC3)OCCO4)cc2c1=O)N1CCC2(CC1)OCCO2 | -10 | 1 | -5 | 0.9 | 1 | 7 | 6 | 0.9 | -8 | 0.8
CCC(=NCCN1CCCCC1)c1c(O)n(C)c(=O)n(C)c1=O | -7 | 1 | 1 | 1.1 | -12 | -8 | -3 | 1 | -22 | -0.9
C/C(=N\N1CCCCCC1)c1c(O)n(-c2ccccc2)c(=O)[nH]c1=O | 45 | 1 | -2 | 1 | 3 | -3 | -3 | 1 | 8 | 3.7
COCCCN1CCN(c2nnc3n2-c2sc(Br)cc2C(c2ccccc2Cl)=NC3)CC1 | 97* | 1.1 | -7 | 1.1 | -7 | -5 | -2 | 1 | -4 | 0.5
C=CCn1c(O)c(C(C)=NCc2ccco2)c(=O)[nH]c1=O | 2 | 1 | 0 | 1.1 | -8 | -8 | -6 | 1.1 | 14 | -0.2
CN1C2CCC1CC(OC(=O)c1ccc(Cl)cc1)C2 (stereo unspecified) | 97* | 1.1 | -10 | 1 | -8 | -4 | -2 | 1 | -2 | -0.9
CCN1CCN(C(=O)Cc2ccccc2OC)CC1 | -6 | 1 | 2 | 1 | -4 | 0 | -4 | 1 | 12 | 0.6
CN(C)C(Cc1ccccc1)C(=O)c1ccc(-c2ccccc2)cc1 (stereo unspecified) | 6 | 1 | -4 | 1 | 0 | -1 | -7 | 1.1 | . | -1.3
Cc1ccc(C)c(Cn2c(C(=O)O)c(C=O)c3ccccc32)c1 | 3 | 1.4 | -35 | 1 | -34 | 2 | -1 | 1 | 13 | 1.1
Cc1nn(Cc2ccccc2Cl)c(Cl)c1C(=O)OCC(=O)NCc1ccco1 | -4 | 1 | 2 | 1 | -5 | -4 | -3 | 1 | 19 | 4.3
O=C(c1ccccc1F)c1cn(Cc2ccc(F)cc2)c2ccccc12 | 37 | 0.9 | 10 | 1.1 | -8 | -7 | -2 | 1 | -22 | 2.2
COc1ccccc1CN1CCCC(C(=O)c2ccccc2SC)C1 (stereo unspecified) | 68* | 1.1 | -12 | 1 | -5 | -3 | -4 | 1 | -8 | -0.2
CC(=O)NN1C(=O)c2ccccc2NC1c1cccnc1 (stereo unspecified) | -2 | 0.9 | 8 | 1.1 | -9 | -7 | -2 | 1 | -7 | 0.6
CCN1CCN(Cc2nnnn2C(C)(C)C)CC1 | -4 | 1 | 1 | 1 | -6 | 0 | -2 | 1 | -9 | 0.5
Cc1ccc(C2(O)CCN3CCCCC32)cc1 (stereo unspecified) | 0 | 1 | -2 | 1.1 | -9 | -9 | -5 | 1 | 19 | -0.3
N=C1c2ccccc2CN1NC(=O)c1ccc(F)cc1 | 19 | 0.9 | 8 | 1 | -11 | -4 | -7 | 1.1 | 5 | 1.2
N[C@@H](Cc1c[nH]c2ccccc12)c1nnc(SCc2ccc(F)cc2)o1 | 32 | 1 | 3 | 1 | -1 | 3 | 1 | 1 | -6 | 1.5
O=C(N/N=C1/CN2CCC1CC2)c1cc2ccccc2cc1O | 92* | 1 | 2 | 1.1 | -4 | -8 | -5 | 1 | -10 | 0.4
O=C1CN=C(c2ccc(Br)cc2)c2c(sc3c2CCCC3)N1CCN1CCCCC1 | 39 | 1.1 | -12 | 1.1 | -9 | -8 | -2 | 1 | -13 | -0.1
O=c1[nH]c(=O)n(CCC2=CCCCC2)c(O)c1C=NCc1cccnc1 | 4 | 0.9 | 9 | 1.1 | 10 | -10 | -5 | 1 | -4 | 0.7
O=C(c1cc(S(=O)(=O)N2CCC3(CC2)OCCO3)ccc1F)N1CCC2(CC1)OCCO2 | -3 | 1 | -2 | 1 | -17 | 0 | -4 | 1 | -18 | 4.7

Five consecutive entries already listed, quoted:
SMILES | L major viab | bIAP activator | bIAP inhibitor | FLuc act counter | TNAP inh no acc | FLuc inhib CS | TNAP inh hiacc | TNAP act hiacc | APP 5UTR inh | RAM network inh
CC(=O)NN1C(=O)c2ccccc2NC1c1cccnc1 (stereo unspecified) | -2 | 0.9 | 8 | 1.1 | -9 | -7 | -2 | 1 | -7 | 0.6
CCN1CCN(Cc2nnnn2C(C)(C)C)CC1 | -4 | 1 | 1 | 1 | -6 | 0 | -2 | 1 | -9 | 0.5
Cc1ccc(C2(O)CCN3CCCCC32)cc1 (stereo unspecified) | 0 | 1 | -2 | 1.1 | -9 | -9 | -5 | 1 | 19 | -0.3
N=C1c2ccccc2CN1NC(=O)c1ccc(F)cc1 | 19 | 0.9 | 8 | 1 | -11 | -4 | -7 | 1.1 | 5 | 1.2
N[C@@H](Cc1c[nH]c2ccccc12)c1nnc(SCc2ccc(F)cc2)o1 | 32 | 1 | 3 | 1 | -1 | 3 | 1 | 1 | -6 | 1.5

Only part of the results is shown; count on the stated rates, not on these rows.
